Diaph act CS = diaphorase activation or chemical reduction counter-screen; Diaphorase/resazurin coupled assay, resorufin fluorescence, 16 min; stronger effect = higher value; 1 = vehicle wells, 0 = NADH-free wells; hit rate 0.005% among 190,000; activation factor at 20 µM;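 active = diaphorase activity raised at least twofold by the compound at 20 µM; inactive = activation factor below 2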
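Material: bacterial diaphorase enzyme (C. kluyveri); amount: enzyme 0.07 U/mL final; reagent: NADH substrate 0.114 mM plus resazurin dye 0.1 mM, final; doses: single compound dose of 20 µM, 1% DMSO final; timing: 16 min enzyme reaction, ambient temperature; measured by: fluorescence of resorufin, 544 nm excitation, 590 nm emission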
PMI act hi M6P = increases human PMI activity with near-saturating mannose 6-phosphate; AID 1216; coupled PMI enzyme assay, resazurin fluorescence, 20 min; stronger effect = higher value; 1 = untreated enzyme, 0 = substrate-free blank; P34949; activation factor at 20 µM; hit rate 0.34% among 190,000;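 active = activation factor of 2 or more at 20 µM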
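Test system: Human PMI in coupled enzyme assay | Input: 15 ng/mL PMI | Medium: HEPES-buffered pH 7.4 with magnesium and detergent | Compound: One concentration, 20 µM, in 1% DMSO | Incubation: Enzyme reaction with compound 20 min at room temperature | Detection: Diaphorase-driven resazurin-to-resorufin fluorescence, excitation 544, emission 590 nm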
G6PDH CS = counter-screen for G6PDH assay hits: L. mesenteroides G6PDH inhibition | Purified L. mesenteroides G6PDH, diaphorase/resazurin coupled fluorescence, 45 min | inhibition, % at 5 µM | hit rate 0.12% among 200,000 | AID 1020
TLR4-MyD88 BLA = blocks binding of human TLR4 to MyD88; HeLa CL3-4 TLR4/MyD88 BLA complementation, FRET ratio; hit rate 0.18% among 200,000; inhibition, % at 8.4 µM; in the data active = inhibition above about 25%;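 also: 0% = vehicle and 100% = reference inhibitor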
Target sequence (O00206 whole entry, looked up): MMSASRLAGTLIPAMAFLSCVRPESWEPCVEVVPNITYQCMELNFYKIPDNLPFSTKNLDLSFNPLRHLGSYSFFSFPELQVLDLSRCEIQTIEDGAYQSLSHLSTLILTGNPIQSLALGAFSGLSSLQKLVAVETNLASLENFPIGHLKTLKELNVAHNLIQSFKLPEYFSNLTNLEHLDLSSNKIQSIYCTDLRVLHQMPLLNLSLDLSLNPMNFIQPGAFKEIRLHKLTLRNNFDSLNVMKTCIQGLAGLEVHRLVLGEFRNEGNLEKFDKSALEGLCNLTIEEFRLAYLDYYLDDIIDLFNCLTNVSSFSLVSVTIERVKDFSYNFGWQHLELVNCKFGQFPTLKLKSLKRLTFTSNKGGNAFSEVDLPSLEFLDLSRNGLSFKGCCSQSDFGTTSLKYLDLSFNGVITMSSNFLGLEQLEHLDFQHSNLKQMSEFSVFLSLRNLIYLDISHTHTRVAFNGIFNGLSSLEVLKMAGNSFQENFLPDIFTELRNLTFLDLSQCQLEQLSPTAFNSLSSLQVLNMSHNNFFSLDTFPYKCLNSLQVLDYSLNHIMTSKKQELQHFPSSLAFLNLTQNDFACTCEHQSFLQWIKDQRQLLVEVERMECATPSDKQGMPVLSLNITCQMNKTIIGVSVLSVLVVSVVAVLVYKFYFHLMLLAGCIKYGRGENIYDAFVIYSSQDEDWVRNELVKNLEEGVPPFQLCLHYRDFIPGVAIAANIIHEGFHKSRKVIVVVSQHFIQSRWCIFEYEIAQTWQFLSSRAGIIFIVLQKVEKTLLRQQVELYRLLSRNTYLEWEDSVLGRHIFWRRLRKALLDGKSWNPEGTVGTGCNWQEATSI
Target sequence (Q99836 whole entry, looked up): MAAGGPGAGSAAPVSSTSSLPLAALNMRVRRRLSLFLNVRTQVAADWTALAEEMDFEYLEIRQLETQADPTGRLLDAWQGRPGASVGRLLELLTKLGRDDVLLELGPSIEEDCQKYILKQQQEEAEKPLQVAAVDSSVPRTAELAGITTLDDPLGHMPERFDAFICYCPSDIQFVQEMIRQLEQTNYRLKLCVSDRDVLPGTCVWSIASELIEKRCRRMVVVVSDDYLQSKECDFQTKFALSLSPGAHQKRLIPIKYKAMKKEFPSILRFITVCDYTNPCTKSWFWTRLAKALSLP
RAM network inh = blocks the yeast RAM network | S. cerevisiae dse1pr::URA3 reporter, 5-FOA growth OD615, 2 d; analog-sensitive cbk1-as2 kinase mutant strain | inhibition, % at 50 µM | hit rate 1.8% among 190,000 | AID 868;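 active = inhibition above a set limit, 3 SD over mean compound inhibition, cut at about 8.4% in these data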;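 also: 0% = DMSO-only wells with no growth and 100% = 10 µM 1-NA-PP1 full growth; inhibition rescues growth on 5-FOA so higher OD means more RAM inhibition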
Diaph inh CS = counter-screen for diaphorase-based assays: diaphorase inhibitors and chemical oxidizers | inhibition, % at 20 µM | diaphorase resazurin-to-resorufin fluorescence, NADH, 16 min; bacterial (C. kluyveri) enzyme, not human | hit rate 0.69% among 190,000;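 active = primary screen inhibition at 20 µM above a set limit, cut at about 50% in these data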;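 also: plate controls were DMSO with full reaction for no effect and wells lacking NADH for full effect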
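Test system: Clostridium kluyveri diaphorase enzyme / Quantity: diaphorase at 0.14 U/mL in enzyme working solution / Incubation: 16-min room-temperature incubation before reading / Benchmarks: NADH-free wells as positive control, DMSO-only neutral wells / Signal: resorufin fluorescence 544/590 nm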
Redox H2O2 prof = compounds producing H2O2 with reducing agent – biochemical, NIH compound library profiling, artefact control for MLSCN library redox annotation, primary screen; DTT-dependent redox cycling H2O2, phenol red/HRP absorbance; 100% = 100 µM peroxide control, 0% = buffer; hit rate 0.03% among 200,000; activation, % at 10 µM;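 active = activation of at least 50% relative to the plate's high and low controls in the primary single-dose screen; inactive = activation below 50%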;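 also: compound incubated with DTT at 0.8 mM final as the reducing agent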
PMI activator = phosphomannose isomerase (human) activation | AID 1214 | activation factor at 20 µM | purified human PMI, coupled resazurin fluorescence, 20 min; stronger effect = higher value; 1 = vehicle control, 0 substrate-free wells | P34949 | hit rate 0.005% among 190,000;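 active = activation factor of 2 or more at 20 µM, relative to plate controls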
S1P3 antagonist = antagonists of human S1P3 receptor; CHO S1P3 NFAT-BLA reporter, FRET fluorescence, antagonist mode; inhibition, % at 4.98 µM; Q99500; hit rate 0.27% among 170,000;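 active = inhibition above the plate cutoff, the mean inhibition of test wells on that plate plus 3 SD, cut at about 28% in these data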;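 also: cells challenged with S1P at its EC80 of 0.8 µM; blue over green emission ratio from cleaved BLA substrate after 4 h stimulation; 0% = S1P-stimulated wells and 100% = unstimulated DMSO-only wells; some compounds past the cut are filed as inactive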
Hsp70 activator = switches on Hsp70 transcription | HeLa Hsp70 promoter luciferase reporter, luminescence; scaled: vehicle 0, proteasome-inhibitor control 100% | activation, % at 10 µM | hit rate 0.04% among 200,000 | AID 1203;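 active = activation above the mean across all tested compounds plus 3 SD, cutoff set per campaign, cut at about 5.5% in these data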;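 also: 100% = MG132 at 30 µM as the positive control and 0% = DMSO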
L major viab = Leishmania major promastigote growth inhibition | Leishmania major promastigotes, resazurin fluorescence viability | inhibition, % at 10 µM | hit rate 9% among 200,000;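 also: promastigotes grown with compound for 44 hours at 28 °C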
The depositor's hits bear a star. Rule as the data show it, unless noted: active = inhibition above about 50%; inactive = the rest. An unsorted share of the library; overall some 12% were active at least once.

For CCOC(=O)C1CCN(C(=O)c2ccc(SC)cc2OC)CC1 the results were Diaph act CS 0.9, PMI act hi M6P 1, G6PDH CS 4, TLR4-MyD88 BLA -6, RAM network inh 0.9, Diaph inh CS 8, Redox H2O2 prof 0.9, PMI activator 0.9, S1P3 antagonist -24, Hsp70 activator -0.1 and L major viab -2.
For CSCC[C@H](NC(=O)NCc1ccc(F)cc1)C(=O)O the results were Diaph act CS 0.8, PMI act hi M6P 1, G6PDH CS 0, TLR4-MyD88 BLA -3, RAM network inh 1.3, Diaph inh CS 22, Redox H2O2 prof 2.1, PMI activator 1, S1P3 antagonist -17, Hsp70 activator -0.1 and L major viab 8.
`Cc1ccc(S(=O)(=O)N2CCN(c3nc(C(C)C)c4c(c3C#N)CC(C)(C)OC4)CC2)cc1` gave Diaph act CS 0.9, PMI act hi M6P 0.9, G6PDH CS 2, TLR4-MyD88 BLA -6, RAM network inh 3.5, Diaph inh CS 13, Redox H2O2 prof 0.2, PMI activator 0.9, Hsp70 activator -0.3 and L major viab 8.
`O=C(NCc1ccc(F)cc1)c1c2c(nc3ccccc13)CCC2` gave Diaph act CS 0.8, PMI act hi M6P 0.9, G6PDH CS 5, TLR4-MyD88 BLA 10, RAM network inh -0.1, Diaph inh CS 18, Redox H2O2 prof -1.8, PMI activator 1, S1P3 antagonist 3, Hsp70 activator -0.1 and L major viab -6.
CC(=O)Nc1ccc(N/C(C)=C/C(=O)c2cccnc2)cc1 was read as Diaph act CS 0.9, PMI act hi M6P 1.1, G6PDH CS 10, TLR4-MyD88 BLA 6, RAM network inh 0.5, Diaph inh CS 9, Redox H2O2 prof 0.1, PMI activator 1.1, S1P3 antagonist -3, Hsp70 activator -0.2 and L major viab -6.
Screening Cc1ccc(C(=O)OCC(=O)NCCC2=CCCCC2)s1 returned Diaph act CS 0.9, PMI act hi M6P 1, G6PDH CS 2, TLR4-MyD88 BLA -9, RAM network inh 1.0, Diaph inh CS 8, Redox H2O2 prof 0.0, PMI activator 0.9, S1P3 antagonist 7, Hsp70 activator 0.0 and L major viab -8.
Screening CCCCC(=O)NCc1ccccc1Cl returned Diaph act CS 1, PMI act hi M6P 1, G6PDH CS 19, TLR4-MyD88 BLA -8, RAM network inh 2.1, Diaph inh CS 0, Redox H2O2 prof -0.8, PMI activator 1, S1P3 antagonist -17, Hsp70 activator 0.1 and L major viab 4.
Screening CC(C)(C)c1ccc(C(=O)NCCC(=O)NCc2ccco2)cc1 returned Diaph act CS 0.9, PMI act hi M6P 0.9, G6PDH CS 0, TLR4-MyD88 BLA 4, Diaph inh CS 8, Redox H2O2 prof -0.3, PMI activator 1.1, S1P3 antagonist -18, Hsp70 activator 0.3 and L major viab -6.
`NC1=NC(=O)C(Cc2cccc(Cl)c2)S1` (stereo unspecified) gave Diaph act CS 0.9, PMI act hi M6P 1, G6PDH CS -1, TLR4-MyD88 BLA -9, RAM network inh 1.6, Diaph inh CS 10, Redox H2O2 prof 0.0, PMI activator 0.9, S1P3 antagonist -1, Hsp70 activator -0.4 and L major viab -2.
Screening O=C(CSc1ccc(-c2ccccn2)nn1)N1CCCC1 returned Diaph act CS 1.1, PMI act hi M6P 1.2, G6PDH CS 10, TLR4-MyD88 BLA 6, RAM network inh 0.0, Diaph inh CS -5, Redox H2O2 prof -0.2, PMI activator 1.2, S1P3 antagonist -6, Hsp70 activator -0.1 and L major viab -2.
`Cc1nnc(C)c2c(C)n(C(C)c3ccccc3)c(C)c12` (stereo unspecified) gave Diaph act CS 0.8, PMI act hi M6P 0.7, G6PDH CS -2, TLR4-MyD88 BLA -9, RAM network inh 0.3, Diaph inh CS 22, Redox H2O2 prof 2.0, PMI activator 0.9, S1P3 antagonist 5, Hsp70 activator -0.5 and L major viab 1.
CS(=O)(=O)N(CC(=O)N1CCCCC1)c1ccc2c(c1)OCO2 was read as Diaph act CS 1, PMI act hi M6P 1, G6PDH CS -1, TLR4-MyD88 BLA 1, RAM network inh 3.3, Diaph inh CS 4, Redox H2O2 prof 0.1, PMI activator 1, S1P3 antagonist -18, Hsp70 activator -0.2 and L major viab 7.
`Cc1ccc(S(=O)(=O)N2CCN(C(=O)C3CCCCC3)CC2)cc1` gave Diaph act CS 0.9, PMI act hi M6P 1, G6PDH CS 6, TLR4-MyD88 BLA -4, RAM network inh 1.7, Diaph inh CS 15, Redox H2O2 prof -0.9, PMI activator 1, S1P3 antagonist 10, Hsp70 activator 0.1 and L major viab -10.
For O=C(O)CSc1ncnc2sc3c(c12)CCCC3 the results were Diaph act CS 1, PMI act hi M6P 1, G6PDH CS 16, TLR4-MyD88 BLA 10, RAM network inh -1.9, Diaph inh CS -4, Redox H2O2 prof -1.1, PMI activator 1.2, S1P3 antagonist -12, Hsp70 activator 0.2 and L major viab 12.
COc1cccc(-c2ccc(C#N)c(=O)[nH]2)c1 was read as Diaph act CS 0.9, PMI act hi M6P 1, G6PDH CS 5, TLR4-MyD88 BLA 10, RAM network inh 0.8, Diaph inh CS 6, Redox H2O2 prof -1.0, PMI activator 1.1, S1P3 antagonist -12, Hsp70 activator 0.1 and L major viab -2.
C=CCN(c1ccccc1)S(=O)(=O)c1ccc(Cl)c(C(=O)OCC(=O)c2[nH]c(C)c(C(C)=O)c2C)c1 was read as Diaph act CS 0.8, PMI act hi M6P 0.9, G6PDH CS -2, TLR4-MyD88 BLA -8, RAM network inh 4.7, Diaph inh CS 17, Redox H2O2 prof -0.2, PMI activator 0.9, S1P3 antagonist -15, Hsp70 activator -0.3 and L major viab 76*.
Screening COC(=O)CSc1nnc(CNC(=O)c2ccccc2F)n1-c1ccc(F)cc1 returned Diaph act CS 1.1, PMI act hi M6P 1, G6PDH CS 2, TLR4-MyD88 BLA -7, RAM network inh 1.5, Diaph inh CS -7, Redox H2O2 prof -0.2, PMI activator 1.1, S1P3 antagonist -2, Hsp70 activator 0.2 and L major viab -8.
Cc1ccc(C(=O)c2ccc(O)cc2)cc1C was read as Diaph act CS 0.8, PMI act hi M6P 0.9, G6PDH CS -2, TLR4-MyD88 BLA -14, RAM network inh -0.3, Diaph inh CS 18, Redox H2O2 prof -0.6, PMI activator 0.9, S1P3 antagonist -31, Hsp70 activator -0.1 and L major viab -5.
O=C1c2ccccc2-c2c1cccc2C(=O)N(CCO)CCO was read as Diaph act CS 0.9, PMI act hi M6P 0.9, G6PDH CS 3, TLR4-MyD88 BLA -9, RAM network inh 1.8, Diaph inh CS 12, Redox H2O2 prof 0.1, PMI activator 0.9, S1P3 antagonist -49, Hsp70 activator -0.1 and L major viab -8.
`Cc1cccc(NC(=O)C2C(c3ccccc3)C2(Cl)Cl)c1C` (stereo unspecified) gave Diaph act CS 0.8, PMI act hi M6P 0.9, G6PDH CS 2, TLR4-MyD88 BLA -3, RAM network inh 0.4, Diaph inh CS 16, Redox H2O2 prof 0.5, PMI activator 0.9, Hsp70 activator 0.1 and L major viab 15.
`CNC(=S)N1CCN(C(=O)C2CCCO2)CC1` (stereo unspecified) gave Diaph act CS 0.9, PMI act hi M6P 1, G6PDH CS 2, TLR4-MyD88 BLA -13, RAM network inh 0.5, Diaph inh CS 12, Redox H2O2 prof 0.1, PMI activator 1, S1P3 antagonist 6, Hsp70 activator -0.1 and L major viab -1.
N#Cc1nc(N)nc(N(c2ccccc2)c2ccccc2)n1 was read as Diaph act CS 0.9, PMI act hi M6P 1, G6PDH CS 8, TLR4-MyD88 BLA 8, RAM network inh 2.7, Diaph inh CS 13, Redox H2O2 prof -3.3, PMI activator 1, S1P3 antagonist 24, Hsp70 activator -0.1 and L major viab 16.
`CC(CN1CCOCC1)OC(=O)c1ccc(Br)cc1` (stereo unspecified) gave Diaph act CS 0.7, PMI act hi M6P 0.5, G6PDH CS 57*, TLR4-MyD88 BLA 2, RAM network inh -0.3, Diaph inh CS 34, Redox H2O2 prof -1.4, PMI activator 0.7, S1P3 antagonist -32, Hsp70 activator 0.1 and L major viab 4.
`COc1ccccc1C(=O)C1CCCN(C(=O)c2ccccn2)C1` (stereo unspecified) gave Diaph act CS 1.2, PMI act hi M6P 1, G6PDH CS 10, TLR4-MyD88 BLA -19, RAM network inh 0.0, Diaph inh CS -19, Redox H2O2 prof 0.5, PMI activator 1, S1P3 antagonist -4, Hsp70 activator -0.1 and L major viab -4.
CCOC(=O)c1c(-c2ccc(C)cc2)csc1NC(=O)C1CCCO1 (stereo unspecified) was read as Diaph act CS 0.9, PMI act hi M6P 1, G6PDH CS 9, TLR4-MyD88 BLA 4, RAM network inh 3.9, Diaph inh CS 8, Redox H2O2 prof -0.1, PMI activator 1, S1P3 antagonist 1, Hsp70 activator -0.5 and L major viab 7.
Cc1cc(=O)oc2cc(OC(=O)CCN3C(=O)c4ccccc4C3=O)ccc12 was read as Diaph act CS 0.8, PMI act hi M6P 0.9, G6PDH CS -7, TLR4-MyD88 BLA 9, RAM network inh 1.7, Diaph inh CS 18, Redox H2O2 prof -8.2, PMI activator 1, Hsp70 activator -0.3 and L major viab -6.
`CCn1c(CCC(=O)O)nc2cc(S(=O)(=O)N(C)C)ccc21` gave Diaph act CS 0.9, PMI act hi M6P 1, G6PDH CS 2, TLR4-MyD88 BLA -11, RAM network inh 0.9, Diaph inh CS 9, Redox H2O2 prof -0.2, PMI activator 1.1, S1P3 antagonist -9, Hsp70 activator -0.3 and L major viab -4.
CC(=O)Nc1cccc(NS(=O)(=O)c2cccc3nsnc23)c1 was read as Diaph act CS 0.8, PMI act hi M6P 0.9, G6PDH CS -13, TLR4-MyD88 BLA 0, RAM network inh 0.2, Diaph inh CS 15, Redox H2O2 prof 0.7, PMI activator 0.8, S1P3 antagonist 17, Hsp70 activator -0.3 and L major viab -5.
Screening CCOc1ccc(C(=O)NCC(=O)OCC(=O)Nc2ccc(C)c(S(=O)(=O)N(C)C)c2)cc1 returned Diaph act CS 0.7, PMI act hi M6P 0.9, G6PDH CS 0, TLR4-MyD88 BLA -10, RAM network inh 0.6, Diaph inh CS 27, Redox H2O2 prof -1.8, PMI activator 0.9, S1P3 antagonist -3, Hsp70 activator -0.4 and L major viab -2.

Compound activity: PubChem BioAssay, several laboratories
